Screening results: PubChem BioAssay, several laboratories
CRFR2-BP ag = agonists of human CRF-binding protein/CRF-R2 receptor complex. 350,000 tested, 0.46% active. AID 588473. activation, % at 13.2 µM. HEK293 CRF-R2/CRF-BP, calcium dye fluorescence (FLIPR); percent of saturating CRF peptide response;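 active = activation of at least 50%, plus an integration ratio under a set limit after plate pattern correction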;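 note: plate controls were neutral control wells without compound for no effect and CRF at EC100 for full effect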
M4 antag = blocks acetylcholine activation of human M4 receptor | P08173 | CHO-hM4 cells, ACh EC80, Fluo-8 calcium fluorescence | inhibition, % at 3 µM | 360,000 tested, 0.73% active;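 active = inhibition above its plate's cutoff, the mean inhibition of sample wells plus 3 SD, cut at about 27% in these data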;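 note: 0% = acetylcholine EC80 with DMSO and 100% = DMSO without agonist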
CHRM4 PAM = potentiates acetylcholine response at human M4 receptor; CHO-K1 hM4/Gqi5, Fluo-8 calcium fluorescence, ACh EC20; 0% = ACh EC20, 100% = maximal ACh; activation, % at 3 µM; 360,000 tested, 0.4% active; AID 624126;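 active = activation above its plate's cutoff, the mean activation of sample wells plus 3 SD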; note: some results filed as inactive read as strong as hits
CHRM1 antagonist = human CHRM1 antagonism | CHO-K1 hM1, Fluo-8 calcium fluorescence, ACh EC80 antagonist | inhibition, % at 3 µM | 360,000 tested, 1.3% active;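 active = percent inhibition above its own plate's cutoff, namely the mean of that plate's compound wells plus 3 SD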;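 note: peak over basal fluorescence ratio during 140 s after agonist addition; 0% = ACh EC80 plus DMSO and 100% = DMSO alone without agonist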
Target sequence (P11229 whole entry, looked up): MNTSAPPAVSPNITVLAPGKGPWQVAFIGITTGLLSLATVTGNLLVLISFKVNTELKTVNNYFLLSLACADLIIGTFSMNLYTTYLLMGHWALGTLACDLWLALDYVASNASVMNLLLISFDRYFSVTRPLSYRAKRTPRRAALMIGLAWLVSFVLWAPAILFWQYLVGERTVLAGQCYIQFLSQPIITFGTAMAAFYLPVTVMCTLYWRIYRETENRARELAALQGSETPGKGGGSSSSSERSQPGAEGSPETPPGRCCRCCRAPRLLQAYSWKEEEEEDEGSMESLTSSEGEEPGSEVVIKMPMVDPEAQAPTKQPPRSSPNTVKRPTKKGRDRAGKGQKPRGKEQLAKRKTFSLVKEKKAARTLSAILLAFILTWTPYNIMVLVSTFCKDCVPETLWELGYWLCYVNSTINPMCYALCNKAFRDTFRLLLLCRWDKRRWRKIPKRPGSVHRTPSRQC
M1 PAM = positive allosteric modulators of human M1 muscarinic receptor; P11229; CHO-K1 hM1, Fluo-8 calcium fluorescence, ACh EC20; 0% = ACh EC20, 100% = maximal ACh; activation, % at 3 µM; 360,000 tested, 0.088% active; in the data active = activation above about 19%, passing the limit was not always enough
CHRM5 agonist = agonists of human muscarinic M5 receptor (CHRM5). P08912. CHO-K1 hM5 cells, Fluo-8 calcium fluorescence; 0% DMSO wells, 100% maximal acetylcholine response. activation, % at 3 µM. 360,000 tested, 0.19% active;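 active = activation above the run's mean over test compounds plus 3 SD, cut at about 23% in these data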;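 note: signal is peak over basal fluorescence ratio across the kinetic read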
Target sequence (P08912 whole entry, looked up): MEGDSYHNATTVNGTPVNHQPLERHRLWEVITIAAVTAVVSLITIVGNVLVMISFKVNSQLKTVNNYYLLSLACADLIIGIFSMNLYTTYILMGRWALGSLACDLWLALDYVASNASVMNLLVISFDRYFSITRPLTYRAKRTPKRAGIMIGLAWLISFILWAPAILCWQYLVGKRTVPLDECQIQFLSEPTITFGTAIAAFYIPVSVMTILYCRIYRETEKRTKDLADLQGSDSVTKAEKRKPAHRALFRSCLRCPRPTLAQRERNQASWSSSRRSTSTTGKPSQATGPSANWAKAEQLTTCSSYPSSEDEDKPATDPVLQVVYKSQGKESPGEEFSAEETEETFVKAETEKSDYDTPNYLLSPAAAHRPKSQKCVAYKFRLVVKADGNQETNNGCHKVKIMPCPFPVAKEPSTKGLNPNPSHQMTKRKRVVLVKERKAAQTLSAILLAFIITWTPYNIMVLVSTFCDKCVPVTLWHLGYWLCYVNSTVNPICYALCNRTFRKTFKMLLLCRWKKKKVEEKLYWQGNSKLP
CHRM4 agonist = CHRM4 agonism in calcium assay | CHO-K1 hM4/Gqi5, Fluo-8 calcium fluorescence; vehicle 0%, full acetylcholine response 100% | activation, % at 3 µM | 360,000 tested, 0.14% active;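 active = activation above the run mean over all test wells plus 3 SD, cut at about 32% in these data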;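 note: peak over basal fluorescence ratio per well then scaled between controls; 0% = DMSO wells and 100% = acetylcholine at EC100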
M5 PAM = potentiates acetylcholine response at human M5 receptor | P08912 | CHO-K1 hM5, Fluo-8 calcium, ACh EC20 PAM; 0% = ACh EC20, 100% = ACh EC100 | activation, % at 3 µM | 360,000 tested, 0.3% active | AID 624038;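 active = activation above the run cutoff, the mean activation of all test compounds plus 3 SD, cut at about 18% in these data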
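Assay system – human M5 receptor in CHO-K1 cells · Read-out – % activation, ACh-normalized · Technique – Fluo-8 calcium fluorescence · Dosing – single-point, 3 µM nominal · Incubation – Fluo-8 loading 80 min at 37 °C plus 30 min room temperature · Repeats – singlicate, one well per test compound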
CHRM5 antagonist = blocks acetylcholine activation of human M5 receptor; P08912; CHO-hM5 cells, Fluo-8 calcium fluorescence, ACh EC80; inhibition, % at 3 µM; 360,000 tested, 0.59% active; AID 624040;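 active = inhibition above a per-plate cutoff, the mean of that plate's test compounds plus 3 SD, cut at about 27% in these data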;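 note: 0% = acetylcholine EC80 with DMSO and 100% = DMSO without agonist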
* hit, by the source's call; . = no result given. Hits appear at their usual frequency; any-hit rate near 2.8%.

SMILES	CRFR2-BP ag	M4 antag	CHRM4 PAM	CHRM1 antagonist	M1 PAM	CHRM5 agonist	CHRM4 agonist	M5 PAM	CHRM5 antagonist
CCCCNC(=O)/C(C#N)=C/c1ccc(C(=O)OC)cc1	-3.0	-6	0	9	2	3	1	3	2
O=[N+]([O-])c1cc(C(F)(F)F)ccc1N1CCN(S(=O)(=O)c2ccc3ccccc3c2)CC1	3.0	-3	0	-48	15	-2	0	-4	5
CCCCOC(=O)c1nc(Cl)c(Cl)c(N)c1Cl	-1.1	-4	2	-6	7	-5	-3	-2	-4
Cc1cnnn1-c1ccc([N+](=O)[O-])cc1	7.2	-3	-9	-3	-4	-2	9	0	3
O=C1CSC(=S)N1c1cccc(Br)c1	0.2	-9	1	-17	14	1	7	-6	6
O=C(CCSc1nnc(-c2ccco2)o1)Nc1ccc(Cl)cc1	-0.5	-10	6	-11	6	-2	1	3	-8
CCc1ccc(CCC(=O)Nc2ccc(Cl)cc2)o1	-2.1	3	1	-12	2	-10	0	-3	10
CC1=NN(C(=O)c2ccco2)C(O)(c2ccccc2)C1 (centres undefined)	-0.8	0	3	-10	13	1	-2	5	3
O=C(O)c1ccccc1SC1CC(=O)N(C2CCCCC2)C1=O (centres undefined)	0.8	1	-3	-11	7	4	5	-5	1
CC(=O)CSc1ncnc2scc(-c3ccc(F)cc3)c12	1.0	-4	6	-1	1	2	1	3	0
C=C1C(=O)c2sccc2C(c2ccc(OC)c(OC)c2)C1COC(C)=O (centres undefined)	3.5	30*	-1	1	6	8	4	8	9
Nc1nc(Br)c2ccccc2c1-c1ccc(F)cc1	0.0	3	6	0	0	-3	-1	-9	8
COC(=O)c1c(-c2ccc(C)cc2)csc1NC(=S)NC(=O)c1ccc(F)cc1	13	-5	17	-11	10	-4	1	5	6
CCOc1cc(S(=O)(=O)Nc2ccccc2CC)ccc1Cl	-1.3	-2	-1	7	-1	-2	-1	-1	-7
FC(F)(F)c1cc(NCc2cccs2)n2ncnc2n1	-1.3	-7	8	-4	8	3	1	9	-11
CC1(C(=O)NS(=O)(=O)c2ccc(Cl)cc2)CCN1C(=O)C/C=C/c1ccccc1 (centres undefined)	.	-2	2	-15	9	0	1	-1	8
CCOC(=O)Nc1ccc2c(CN3C(=O)NC4(CCCC4)C3=O)cc(=O)oc2c1	-1.4	-3	10	1	5	3	-2	1	-7
C=C(Br)Cn1cnc2ccccc21	-0.5	11	-13	-3	-2	-5	0	-3	17
CCc1noc(C)c1C(=O)OCC(=O)c1ccccc1OC	-0.2	4	-2	10	-1	-6	0	-1	14
Cc1cc2c(cc(C(=O)O)n2C)s1	1.3	-5	-4	-4	3	-2	0	-2	-3
CCCCNC(=O)C1CC(c2cccc([N+](=O)[O-])c2)=NO1 (centres undefined)	3.9	-9	4	-6	5	-1	-1	0	12
O=C(Oc1ccc(F)c(F)c1)c1ccc2c(=O)n3c(nc2c1)CCC3	3.4	-11	-3	9	-1	6	12	-7	13
Cc1nc2c(C(F)(F)F)cccc2c2c1CCS2	-1.8	-5	4	20	-1	4	0	19*	-5
CCc1ccc(CCC(=O)Nc2ncc(Cc3ccccc3Cl)s2)o1	3.8	-4	1	-4	2	-3	1	1	1
O=C(Nc1ccn(CCCNCCN2CCOCC2)c(=O)n1)OCc1ccccc1	0.5	2	-1	-13	8	-1	1	3	-2
CN1CCN(CCCNC(=O)c2ccc3c(=O)n(CCc4ccccc4)c(=O)[nH]c3c2)CC1	0.2	0	-3	-9	7	-3	1	-1	5
CCCC#Cc1cnc2c(c1)C(=O)N([C@H](C)CO)C[C@H](C)[C@@H](CN(C)C(=O)CCN1CCCCC1)O2	0.8	20	-12	45*	-25	-2	0	-20	1
COCC(=O)N1CCC(n2nnc3cc(F)ccc32)CC1	0.2	-2	10	4	2	-6	0	-6	4
O=C(Nc1ccc(F)cc1)c1cccc2ccccc12	-0.6	-6	3	-10	8	-2	1	5	4
COc1ccc(C(=O)OCC(=O)N(C)C2CCS(=O)(=O)C2)cc1Br (centres undefined)	-0.1	-7	7	3	1	1	1	-13	7
COc1cc(C(Nc2ccc3c(c2)OCO3)C(=O)NC2CCCCC2)cc(OC)c1OC (centres undefined)	-3.2	-14	9	-3	-5	-9	0	-2	-6
COc1ccccc1C(=O)NCCC(=O)Nc1ccc(C)cn1	0.2	-4	11	-6	2	1	2	1	3
CC(C)C(C(=O)Nc1ccncc1)c1ccc(Cl)cc1 (centres undefined)	11	-9	-8	-1	4	8	14	2	0
CCCn1c(N)c(N(CCOC)C(=O)CSc2ccccc2)c(=O)[nH]c1=O	0.8	2	5	-8	7	-1	1	-5	12
CC(C)(C)c1cc(NC(=O)COC(=O)c2ccccc2)n(-c2ccccc2)n1	0.8	-10	-1	2	-2	1	3	-8	6
C=CCOC(=O)C1=C[C@H](c2csc3ccccc23)C[C@H](OCc2ccc(CO)cc2)O1	0.5	6	-1	15	-4	-1	6	-15	9
N#C/C(=C\c1ccc(O)c(O)c1)C(=O)NCCc1ccccc1	-1.6	23	-8	-17	0	8	15	-9	4
Cc1ccc2[nH]c3c(=O)[nH]ncc3c2c1	0.2	1	1	-17	8	0	0	1	6
CCCN(Cc1nnc(-c2ccccc2Cl)o1)C(=O)c1cccc(S(=O)(=O)N2CCOCC2)c1	-0.6	-3	1	-6	5	-4	4	-2	5
O=C(Cc1ccc(-c2ccccc2)cc1)NCc1cccnc1	0.5	-10	4	-6	8	1	5	-7	1
CCCCCCC(C)n1[nH]c(=O)cc1N (centres undefined)	-0.1	-2	-9	-11	14	-22	0	7	5
O=C(CSc1nc2ccccc2c(=O)n1CCCO)Nc1ccc2c(c1)OCCO2	-0.2	5	6	2	-1	-2	3	-4	2
O=C1CSC(c2ccccn2)N1c1ccc(C(F)(F)F)cc1 (centres undefined)	-0.6	-6	-13	-10	7	-15	0	-6	10
CN(C(=O)c1ccc(NC(=O)c2ccco2)cc1)c1ccccc1	-1.6	2	-1	-7	3	-2	1	6	4
CC(=O)N1CC2(CC(=O)OC(C)C)CN(C(C)=O)CC(CC(=O)OC(C)C)(C1)C2=O	-1.1	4	-5	-3	2	0	0	1	4
CCC(c1nnnn1-c1c(C)cccc1C)N1CCN(c2cccc(C(F)(F)F)n2)CC1 (centres undefined)	.	-5	15	.	.	1	-1	1	-8
CCOC(=O)[C@H]1[C@H]2COc3ccc(Cl)cc3[C@@H]2N2C(=O)CN(Cc3ccc(Cl)cc3)C(=O)[C@@]12C	3.1	-10	12	-12	7	2	2	0	1
COc1ccc2[nH]c3c(c2c1)CCN1C(=O)C(CC(=O)NCCc2ccccn2)C[C@H](C(=O)N2CCCCC2)[C@@]31C (some centres undefined)	-2.9	1	-1	10	-6	1	-1	-4	16
CCN(C(=O)c1ccc(Cl)c(S(=O)(=O)Nc2c(C)n(C)n(-c3ccccc3)c2=O)c1)c1ccccc1	-1.3	2	-1	16	-8	1	0	11	-1
CCSc1nc2c(c(=O)[nH]1)C(c1ccncc1)C(C(=O)OC)=C(C)N2 (centres undefined)	-1.1	6	-3	-10	7	-2	0	-6	7
NC(=O)c1ccc[n+](Cc2cccc3ccccc23)c1	-0.7	-4	7	-11	4	0	2	-3	2
C[C@H](CO)N1C[C@H](C)[C@@H](CN(C)C(=O)Nc2ccccc2)Oc2c(NS(=O)(=O)c3cn(C)cn3)cccc2C1=O	2.3	6	-4	5	-1	-1	-1	-8	14
O=C(c1ccc(S(=O)(=O)N2CCC(c3nc4ccccc4s3)CC2)cc1)N1CCCCC1	-0.7	-1	-1	-9	5	2	2	1	-1
COC(=O)CCSCC(=O)Nc1ccc(C)c(S(=O)(=O)N2CCCCC2)c1	-1.2	-7	-4	-9	2	-4	9	-7	9
COc1ccc(NC(=S)N2CCC(N(C)CC3CCCO3)CC2)cc1 (centres undefined)	4.3	0	5	-5	8	1	0	2	-2
Cn1cc(S(=O)(=O)NC2CCCCC2)c(=O)n(C)c1=O	-1.9	-8	9	-16	12	-5	6	4	0
CCC(CC)C(=O)N1N=C(c2ccc(NS(C)(=O)=O)cc2)CC1c1ccc(C)cc1 (centres undefined)	3.1	-4	0	-23	10	-3	0	4	4
CC(=O)c1ccc(NC(=S)NCC(c2ccco2)N2CCCC2)cc1 (centres undefined)	-1.8	-7	5	-6	11	1	1	4	6
Cc1cc(C)c2nc(N3CCN(C(=O)c4ccco4)CC3)sc2c1	-1.7	-13	20	1	5	-9	3	-8	8
N#Cc1ccc(CSc2nnc(COc3ccccc3)n2-c2ccccc2)cc1	1.8	-2	-7	-1	-7	-12	0	-19	11

Exported as labelled records: part of the list above.
> CCCC#Cc1cnc2c(c1)C(=O)N([C@H](C)CO)C[C@H](C)[C@@H](CN(C)C(=O)CCN1CCCCC1)O2
  CRFR2-BP ag = 0.8 | M4 antag = 20 | CHRM4 PAM = -12 | CHRM1 antagonist = 45* | M1 PAM = -25 | CHRM5 agonist = -2 | CHRM4 agonist = 0 | M5 PAM = -20 | CHRM5 antagonist = 1
> COCC(=O)N1CCC(n2nnc3cc(F)ccc32)CC1
  CRFR2-BP ag = 0.2 | M4 antag = -2 | CHRM4 PAM = 10 | CHRM1 antagonist = 4 | M1 PAM = 2 | CHRM5 agonist = -6 | CHRM4 agonist = 0 | M5 PAM = -6 | CHRM5 antagonist = 4
> O=C(Nc1ccc(F)cc1)c1cccc2ccccc12
  CRFR2-BP ag = -0.6 | M4 antag = -6 | CHRM4 PAM = 3 | CHRM1 antagonist = -10 | M1 PAM = 8 | CHRM5 agonist = -2 | CHRM4 agonist = 1 | M5 PAM = 5 | CHRM5 antagonist = 4

Continuation:
SMILES	CRFR2-BP ag	M4 antag	CHRM4 PAM	CHRM1 antagonist	M1 PAM	CHRM5 agonist	CHRM4 agonist	M5 PAM	CHRM5 antagonist
CC(=O)NC1(C(F)(F)F)C(=O)Nc2c1c(=O)[nH]c(=O)n2CCc1ccccc1 (centres undefined)	-0.7	2	7	-9	11	-1	0	2	14
CC(C)N(C(=O)[C@H]1C[C@H](CC(=O)NCCCN(C)C)C(=O)N2CCc3c([nH]c4cc(-c5ccco5)ccc34)[C@]12C)C(C)C	-1.2	-14	8	-17	14	-1	1	1	1
CCCn1c(=N)c(C(=O)NCC2CCCO2)cc2c(=O)n3cccc(C)c3nc21 (centres undefined)	0.6	6	-2	-13	1	-2	0	-1	-5
COc1ccc(-c2nnc(SCc3cc(C)ccc3C)n2N)cc1	-0.9	-4	2	0	1	-2	-1	2	-1
CCOC(=O)C1CCCN(C(=O)N2CCOCC2)C1 (centres undefined)	-1.7	2	6	-4	8	-1	0	2	-4
CCN(CC)CCN1C(=O)c2ccccc2NC1c1cccc(F)c1 (centres undefined)	8.1	-11	3	3	-3	-15	0	-12	-4
Cc1nc2ccccc2c(=O)n1NC(=O)c1ccc(Cl)cc1	-1.0	5	1	-3	10	-2	3	-4	14
CCc1nc2c(OCC3CCCCC3)cccn2c1N(C=O)Cc1ccc(OC)cc1	.	-4	2	-14	3	-4	-1	-8	12
CCOc1ccc(N(C)S(=O)(=O)c2ccc(C)c(C(=O)NCc3cccs3)c2)cc1	1.4	-1	-1	15	-1	-2	4	-1	-1
Cc1nc(SCC2(C)CC2(Cl)Cl)n[nH]1 (centres undefined)	-0.2	8	-1	-3	4	3	1	4	-5
O=c1[nH]c2c(c(=O)n1-c1ccccc1)CCO2	-3.0	-11	-1	-11	9	2	0	-2	4
CC1Cc2ccccc2N1C(=O)CSc1nnc(Cn2nnc3ccccc32)n1C (centres undefined)	0.8	5	2	1	1	-3	1	0	4
